# HMGR II inh = inhibitors of E. faecalis class II HMGR, primary screen, biochemical, Enterococcus faecalis; HMG-CoA reductase (Enterococcus faecalis, mvaE); purified E. faecalis HMGR, NADPH absorbance 340 nm kinetic; inhibition, % at 10 µM; hit rate 0.41% among 190,000;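 active means inhibition above a set limit, the median over all tested compounds plus 3 SD, cut at about 9.5% in these data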;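 further: enzyme runs in reverse so mevalonate oxidation gives rising NADPH absorbance; 0% = complete reaction with DMSO and 100% = background rate lacking mevalonate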
# PMI act satM6P = human PMI activators, high substrate, primary screen, biochemical, fluorescence intensity, near-saturating mannose 6-phosphate. activation factor at 20 µM. coupled PMI enzyme assay, resazurin fluorescence, 20 min; hits give high values; 1 = untreated enzyme, 0 = substrate-free blank. hit rate 0.34% among 190,000. AID 1216, 2008. Mannose-6-phosphate isomerase (Homo sapiens), P34949;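 active means activation factor of 2 or more at 20 µM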
# Target sequence (P34949 whole entry, looked up): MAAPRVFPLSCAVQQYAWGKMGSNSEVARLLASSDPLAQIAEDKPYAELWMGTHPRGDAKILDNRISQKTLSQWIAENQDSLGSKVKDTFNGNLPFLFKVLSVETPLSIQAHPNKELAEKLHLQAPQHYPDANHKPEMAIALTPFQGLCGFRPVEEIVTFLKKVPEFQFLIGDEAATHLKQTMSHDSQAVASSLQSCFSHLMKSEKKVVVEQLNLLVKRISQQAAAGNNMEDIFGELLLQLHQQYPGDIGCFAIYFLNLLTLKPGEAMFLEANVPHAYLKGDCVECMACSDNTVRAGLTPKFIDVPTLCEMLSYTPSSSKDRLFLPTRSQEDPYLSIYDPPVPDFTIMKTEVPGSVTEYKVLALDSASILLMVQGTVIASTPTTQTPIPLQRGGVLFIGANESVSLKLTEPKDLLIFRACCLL
#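 Test system: human phosphomannose isomerase with PGI, G6PDH, diaphorase coupling enzymes; Amount: PMI at 15 ng/mL final; Reagent: Mannose-6-phosphate 1.0 mM (near-saturating) plus 0.22 mM NADP+; Timing: 20 min, room temperature; Technique: resorufin fluorescence at Ex 544/Em 590 nm; Dosing: 20 µM single dose.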
# TNAP act hiacc = TNAP activators at high phosphate acceptor level, primary screen, biochemical, luminescence, uHTS. Alkaline phosphatase, tissue-nonspecific isozyme (Homo sapiens), P05186. purified TNAP, CDP-star luminescence, 1 M DEA, 30 min; hits give high values; 0 = EDTA background, 1 = DMSO-only activity. activation factor at 20 µM. 200,000 tested, under 10 active. AID 1136, 2008;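 active means activation factor at least 2 at 20 µM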
# Target sequence (P05186 whole entry, looked up): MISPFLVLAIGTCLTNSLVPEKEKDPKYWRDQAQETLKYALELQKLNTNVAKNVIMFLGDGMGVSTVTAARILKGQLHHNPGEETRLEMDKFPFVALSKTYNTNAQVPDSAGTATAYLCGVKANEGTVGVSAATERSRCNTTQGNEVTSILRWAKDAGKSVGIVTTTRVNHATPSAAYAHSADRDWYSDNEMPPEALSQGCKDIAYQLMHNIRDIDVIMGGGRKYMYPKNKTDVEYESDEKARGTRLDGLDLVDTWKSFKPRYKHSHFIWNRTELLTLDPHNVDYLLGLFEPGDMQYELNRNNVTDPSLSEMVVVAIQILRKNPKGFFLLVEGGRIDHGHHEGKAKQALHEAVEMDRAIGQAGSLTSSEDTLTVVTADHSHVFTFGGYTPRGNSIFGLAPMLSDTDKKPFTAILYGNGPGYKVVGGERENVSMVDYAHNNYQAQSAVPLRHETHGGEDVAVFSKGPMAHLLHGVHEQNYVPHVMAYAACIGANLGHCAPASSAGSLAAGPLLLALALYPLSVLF
#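 Test system – human TNAP · Doses – 20 µM single point · Incubation – 30 min, room temperature · Signal – luminescent substrate turnover signal · Read-out basis – activation factor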
# Diaphorase inh = diaphorase inhibitors and chemical oxidizers, primary screen, counter-screen for diaphorase-coupled primary assays, biochemical, uHTS, resorufin fluorescence; diaphorase resazurin-to-resorufin fluorescence, NADH, 16 min; bacterial (C. kluyveri) enzyme, not human; inhibition, % at 20 µM; hit rate 0.69% among 190,000;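 active means primary screen inhibition at 20 µM above a set limit, cut at about 50% in these data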;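 further: plate controls were DMSO with full reaction for no effect and wells lacking NADH for full effect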
#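 Assay system – diaphorase enzyme from Clostridium kluyveri · Amount – diaphorase 0.14 U/mL (working solution) · Times – reaction incubation of 16 min at room temperature · Controls – No-NADH positive control and DMSO neutral control · Signal – resorufin fluorescence 544/590 nm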
# TNAP inh noacc = human TNAP enzyme inhibitors, primary screen, biochemical, luminescent, no phosphate acceptor, uHTS; Alkaline phosphatase, tissue-nonspecific isozyme (Homo sapiens), P05186; purified TNAP, CDP-star luminescence, 30 min; inhibition, % at 20 µM; hit rate 0.26% among 200,000; AID 1012, 2008;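 active means tissue-nonspecific alkaline phosphatase inhibition above about 50% at 20 µM in the single-dose screen, limit read from the data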;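 further: 0% = DMSO negative control and 100% = EDTA positive control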
# TNAP inh hiacc = human TNAP enzyme inhibitors, primary screen, biochemical, luminescent, high phosphate acceptor level, uHTS. Alkaline phosphatase, tissue-nonspecific isozyme (Homo sapiens), P05186. inhibition, % at 20 µM. AID 1135, 2008. purified TNAP, CDP-star luminescence, 1 M DEA. hit rate 0.03% among 200,000;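 active means over 50% inhibition of tissue-nonspecific alkaline phosphatase at 20 µM in the single-dose screen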;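 further: plate controls were DMSO wells for no effect and EDTA-quenched wells as full inhibition for full effect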
# Diaph act CS = compounds boosting diaphorase resazurin reduction – biochemical, uHTS, resorufin fluorescence, counter-screen for diaphorase-coupled primary assays, primary screen; Diaphorase/resazurin coupled assay, 16 min; hits give high values; 1 = vehicle wells, 0 = NADH-free wells; activation factor at 20 µM; hit rate 0.005% among 190,000; AID 1229, 2008;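 active means diaphorase activity raised at least twofold by the compound at 20 µM; inactive means activation factor below 2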
#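 System – purified diaphorase enzyme from Clostridium kluyveri · Input – enzyme 0.07 U/mL final · Also added – final NADH 0.114 mM, resazurin 0.1 mM · Measured by – fluorescence of resorufin, 544 nm excitation, 590 nm emission · Timing – 16 min enzyme reaction, ambient temperature · Measure – resorufin increase flagging diaphorase activators or reducers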
# FLuc act counter = FLuc activators, initial screening, artefact control for FLuc-dependent activation tests, biochemical, ATPlite luminescence; Luciferin 4-monooxygenase (Photinus pyralis), P08659; ATPlite luciferase biochemical, 10 min; 0 = ATP-free wells, 1 = DMSO control; activation factor at 10 µM; 200,000 tested, under 10 active; AID 1027, 2008;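 active means luciferase activation factor, scaled between plate controls, of at least 2 with compound at 10 µM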
#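 System: cell-free luciferase reagent; medium: PBS as buffer for the ATP substrate; doses: test compounds dosed from 2 mM stocks in 100% DMSO; incubation: 10 min, room temperature; measured by: luminescence from luciferase reaction; read-out: luciferase activation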
# PMI activator = activators of human PMI, primary screen, biochemical, fluorescence intensity, near-Km mannose 6-phosphate; hit rate 0.005% among 190,000; purified human PMI, coupled resazurin fluorescence, 20 min; hits give high values; 1 = vehicle control, 0 substrate-free wells; activation factor at 20 µM; AID 1214, 2008; Mannose-6-phosphate isomerase (Homo sapiens), P34949;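 active means activation factor of 2 or more at 20 µM, relative to plate controls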
# G6PDH counter = L. mesenteroides G6PDH inhibitors, counter-screen for G6PDH-coupled screening assays, biochemical, Leuconostoc mesenteroides enzyme. hit rate 0.12% among 200,000. glucose-6-phosphate dehydrogenase [Leuconostoc mesenteroides]. Purified L. mesenteroides G6PDH, diaphorase/resazurin coupled fluorescence, 45 min. inhibition, % at 5 µM; in the data active means inhibition above about 50%
# An asterisk follows results filed as active; x = no result given.
Compound	HMGR II inh	PMI act satM6P	TNAP act hiacc	Diaphorase inh	TNAP inh noacc	TNAP inh hiacc	Diaph act CS	FLuc act counter	PMI activator	G6PDH counter
Cc1ccc2cc3c(nc2c1)N(Cc1ccco1)CC3	3	1	1	2	-10	-2	1	0.9	1	-18
CC(C)(C)NC(=O)Cn1nnnc1-c1nonc1N	1	0.9	1	12	-9	0	0.9	1	0.9	3
O=C(C1CCN(S(=O)(=O)c2ccc(Br)s2)CC1)N1CCN(C2CCCCC2)CC1	-1	0.9	1	18	-5	-2	0.8	1.1	0.9	0
COC(=O)CSc1nnc(CNS(=O)(=O)c2ccc(Cl)cc2)n1C	-1	1	1.1	13	-12	-7	0.9	1.1	1	2
Cc1[nH]n(-c2ccccc2)c(=S)c1C=NCCCN=Cc1c(C)[nH]n(-c2ccccc2)c1=S	1	1.3	1.1	13	-28	-6	0.9	0.9	1	6
CCCCc1c(C)nc(N)[nH]c1=O	4	0.9	1	10	1	3	0.9	1	0.9	10
Cc1cccc(C)c1NC(=O)C(NC(=O)CN1C(=O)c2ccccc2C1=O)c1ccccc1 (configuration not stated)	-3	1	0.9	-5	-6	5	1	1	1	-2
Cc1c(NS(=O)(=O)c2ccc3c(c2)c(=O)n(C)c(=O)n3C)c(=O)n(-c2ccccc2)n1C	-1	1	1	13	-11	-2	0.9	1.1	0.9	-6
CSCCC(NC(=O)/C(=C/c1ccc2c(c1)OCO2)NC(=O)c1cccc([N+](=O)[O-])c1)C(=O)O (configuration not stated)	5	1	1	48	0	-2	0.5	1.1	1.1	2
Cn1ccc(NC(=O)Nc2cccc([N+](=O)[O-])c2)n1	1	1	1	5	-6	-2	1	1	1	2
Cc1onc(-c2c(F)cccc2Cl)c1C(=O)Nc1nnc(C2CC2)s1	-5	0.9	1.1	7	-3	-7	0.9	1.1	0.9	8
COc1ccc(-c2sc(NC(C)=O)nc2-c2ccccc2)cc1	1	0.9	1.1	23	-4	-6	0.8	1.1	0.9	11
O=C(CCCCCn1c(=O)[nH]c2ccsc2c1=O)N1CCN(C2CCCCC2)CC1	-10	0.8	1.1	21	-10	-6	0.8	1	0.9	17
Cc1ccccc1N=C1Nc2ccccc2CS1	-2	1	1.1	11	-16	-8	0.9	0.6	1	0
COc1ccc(-n2nnnc2SCC(=O)Nc2ccc3c(c2)OCCO3)c(OC)c1	1	0.9	1.1	24	-17	-6	0.8	1	0.9	3
C/C(=N\NC(=O)c1ccccc1C)c1cccc([N+](=O)[O-])c1	-1	1	0.9	8	-6	10	0.9	1	1	0
CC1CCCC(NC(=O)COC(=O)[C@@H]2CC(O)CN2S(=O)(=O)c2ccc3c(c2)OCCO3)C1C (some centres not stated)	-4	0.9	1	16	6	-2	0.8	1.2	1	-9
Oc1ccccc1-c1nc(NCCN2CCOCC2)c2ccccc2n1	-6	1.1	1	3	5	-5	1	1	1.1	11
N#Cc1ccccc1/C=C/C(=O)N1CCOCC1	2	1	1	-11	-10	-4	1.1	1	1	9
O=C(CN1C(=O)NC2(CCSC2)C1=O)NCc1ccccc1 (configuration not stated)	-6	1	1	4	-8	-3	1	1	1.1	1
CCc1cc(CNC(=O)CCc2nnc(Cc3cccc(C)c3)o2)on1	1	1.1	1.1	11	-16	-7	0.9	1.1	1	4
CCCOc1ccc(Cl)cc1CN1CCOCC1	-6	0.8	1	22	-11	-3	0.8	1	0.8	-4
O=c1[nH]c(CSc2ncc(C(F)(F)F)cc2Cl)nc2ccccc12	-6	1	1	8	-12	-4	0.9	1	1	-1
CCOCC(=O)OCC(=O)Nc1cc(OC)c([N+](=O)[O-])cc1C	21*	0.9	1	4	-8	-2	1	1	1	1

# In the list so far, 2 have a thiophene ring, fused or not.
Compound	HMGR II inh	PMI act satM6P	TNAP act hiacc	Diaphorase inh	TNAP inh noacc	TNAP inh hiacc	Diaph act CS	FLuc act counter	PMI activator	G6PDH counter
O=C(C1CCN(S(=O)(=O)c2ccc(Br)s2)CC1)N1CCN(C2CCCCC2)CC1	-1	0.9	1	18	-5	-2	0.8	1.1	0.9	0
O=C(CCCCCn1c(=O)[nH]c2ccsc2c1=O)N1CCN(C2CCCCC2)CC1	-10	0.8	1.1	21	-10	-6	0.8	1	0.9	17

# Following part:
Compound	HMGR II inh	PMI act satM6P	TNAP act hiacc	Diaphorase inh	TNAP inh noacc	TNAP inh hiacc	Diaph act CS	FLuc act counter	PMI activator	G6PDH counter
CCc1nc2ccccc2c(C(=O)OCC(=O)Nc2cccc(S(=O)(=O)N3CCOCC3)c2)c1C	-7	0.8	1	23	-5	-2	0.8	1	0.8	6
CCOC(=O)N/N=C(\C)c1ccc(C)o1	2	1.1	1	2	-16	-2	1	1	1.1	-1
COc1ccccc1-c1nn2c(-c3ccccc3Cl)nnc2s1	x	1	1.1	20	-10	-7	0.8	1.1	1	15
COc1ccc(F)cc1S(=O)(=O)n1nnc2ccccc21	-4	x	1	x	-4	-3	x	1	x	5
CCOC(=O)c1[nH]c(C)c(/C(O)=C2\C(=O)C(=O)N(CCN(C)C)C2c2ccco2)c1C (configuration not stated)	x	1.1	1	13	-9	1	0.9	1	1	-2
C(=N\Nc1ccccc1)/c1ccc(N2CCOCC2)cc1	-9	2.2*	1	12	-5	-3	0.9	0.8	1.3	6
O=C(NCCc1ccccc1)C1CCN(c2nc3ccccc3o2)CC1	2	0.9	1	19	-5	-3	0.8	1.1	1	4
O=C(Nc1cccnc1)NC1CCCCC1	-2	1.2	1.1	4	-9	-6	1	1.1	1.1	3
CCOC(=O)C1=C(O)/C(=C\c2sccc2C)N=C1C	-8	0.9	0.9	12	-3	8	0.9	0.9	0.8	9
Cc1ccc(-c2nc(NC(=O)c3nn(C)cc3[N+](=O)[O-])sc2C)cc1C	0	0.9	1.1	21	-6	-6	0.8	1.1	0.9	1
CNC(=O)CSc1nnc(COc2ccc([N+](=O)[O-])cc2)n1C	-4	1	1	3	-6	-3	1	1	1.1	11
CCCOc1ccc(C(=O)NC(=S)NCc2cccnc2)cc1	0	1	1	6	0	-2	0.9	1	1	4
CCn1c(SCC(=O)Nc2cc(C(C)(C)C)nn2-c2ccccc2)nnc1-c1cccs1	-7	1	1	6	4	-3	0.9	1.1	1	13
Cc1cc(C)c(C(N)=O)c(SCC(=O)c2cc(C)c(C)cc2C)n1	-7	1	1	12	-9	1	0.9	1	0.9	-8
CCNc1nc(N)nc(Oc2ccc(OCC)nn2)n1	-2	1	1.1	5	-11	-6	1	1	1	0
CC(C)(CO)CNC(=O)CCc1nnc(CCCc2ccccc2)o1	0	1	1	9	-4	-1	0.9	1	0.9	13
CCCCN(C)CCCNC(=O)c1cc(=O)[nH]c2ccc(S(=O)(=O)N3CCCCC3C)cc12 (configuration not stated)	-2	1	1	2	2	2	1	1.1	1	7
NC(=O)C[C@@H]1N[C@]2(C(=O)Nc3ccccc32)[C@@H]2C(=O)N(C3CCCCC3)C(=O)[C@H]12	-4	1.1	1	5	-7	-2	1	1	1.1	0
CCN(CC)c1ccc2c(C)c(CN3CCOCC3)c(=O)oc2c1	-1	1	1.2	12	-45	-16	0.9	1	1	4
O=C(NCc1ccc2c(c1)OCO2)Oc1ccccc1	-6	1	1	12	-8	-4	0.9	0.9	1	0
Cc1cc(C)c2c(=O)cc(C(F)(F)F)oc2n1	0	1	1	-1	-10	-3	1	1	1	3
COc1cc(-c2noc(CCCC(=O)NCc3ccco3)n2)cc(OC)c1OC	-3	1.1	1	13	-11	-1	0.9	1.1	1.1	-3
COc1ccccc1NC(=O)CSc1nc(O)cc(=O)n1C	-3	1	1.1	10	-14	-6	0.9	1.1	1	-4
CSc1ccc(/C=C(\C#N)C(=O)NC2CCCCC2C)cc1 (configuration not stated)	6	0.9	1	16	-3	-2	0.8	1	1	-7
Cc1ccc(S(=O)(=O)NNC(=O)C2COc3ccccc3O2)cc1C (configuration not stated)	0	0.9	1	-2	-3	0	1	1	1	19
COc1ccccc1-c1noc(-c2ccccc2C(=O)N2CCOCC2)n1	-5	0.9	1	17	-4	-4	0.8	1	0.8	1
NC(=O)C1CC(=O)N(Cc2ccc3c(c2)OCO3)C(=Nc2ccccc2)S1 (configuration not stated)	1	1	1.1	22	-8	-10	0.8	1.1	1	8
Cn1c(NC(=O)COc2ccccc2)cc(=O)n(C)c1=O	6	1	1	5	-6	-4	0.9	1.1	0.9	5
Nc1c(Cl)ncnc1N1CCN(c2ncnc(Cl)c2N)CC1	-1	1	1	2	-2	1	1	1	1	5
CCOc1cc(C2NC(=O)NC(C)=C2C(C)=O)cc(Cl)c1OCC(=O)O (configuration not stated)	-1	1	1	8	-7	2	0.9	1	0.9	-4
Cc1cc(Br)ccc1NC(=O)CNC(=O)Cn1ncc(Cl)c(Cl)c1=O	1	0.9	1	19	-4	-3	0.8	1	0.9	10
CCSC1=C(C#N)C(c2ccc(F)cc2)CC(=O)N1 (configuration not stated)	1	0.8	1	18	-11	-5	0.8	1.1	1	0
O=C(Nc1ccc(-c2cc3ccccc3oc2=O)c(Cl)c1)c1cccnc1	-2	1	1	-16	-2	0	1.2	1	1	6

# Compound activity: PubChem, several laboratories
